KRASV12 cytotoxicity – cytotoxicity in KRAS-transformed pancreatic duct cells, primary screen, cell-based, fluorescence, HTS (AID 431); HPDE-C7K KRASV12 cells, Alamar Blue viability, 48 h; higher % means a stronger effect; one-dose cytotoxicity, % at 10 µM; EC50 in µM for titrated hits; 63,000 tested, 1.7% active;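 active = compounds whose percent cytotoxicity in the single-dose primary screen, scaled between solvent and toxic-drug controls, exceeds 50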;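 note: 0% = DMSO solvent wells and 100% = doxorubicin-treated wells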
LYP inhibition – inhibition of human PTPN22 tyrosine phosphatase – biochemical, DiFMUP fluorescence, recombinant catalytic domain, 10 µM, primary screen (AID 606); recombinant LYP catalytic domain, DiFMUP fluorescence; higher % means a stronger effect; inhibition, % at 10 µM; hits with a dose series show IC50 in µM; 52,000 tested, under 10 active;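 active = IC50 under 40 µM in the dose-response test; inactive = IC50 of 40 µM or more, or never dose-tested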
DPM-DC inhibit – S. pneumoniae DPM-DC inhibition | AID 556 | calls only at 10 µM | purified DPM-DC, PK/LDH coupled NADH fluorescence | 65,000 tested, 0.49% active;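 active = the 320 compounds with the highest percent inhibition in the single-dose primary screen, excluding strongly autofluorescent ones, cut at about 32% in these data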;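 note: kinetic rate of NADH fluorescence loss reporting ADP formed by the decarboxylase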
Alkaline phosphatase – inhibition of tissue-nonspecific alkaline phosphatase – biochemical, luminescent (AID 518). purified TNAP enzyme, luminescent substrate readout; higher % means a stronger effect. inhibition, % at 20 µM, or IC50 in µM where a hit was titrated. 64,000 tested, 0.09% active; in the data active = a potency from the dose series; inactive = the rest, 99 in 100 with inhibition below about 22%;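 note: plate controls were vehicle for no effect and reference inhibitor for full effect; many of its hits are not listed in these tables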
MK inhibit – S. pneumoniae mevalonate kinase inhibition | purified MK, PK/LDH-coupled NADH absorbance 340 nm | inhibition, % at 10 µM | 65,000 tested, 0.48% active;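 active = ranked among the strongest by inhibition in the single 10 µM screen, a fixed top-ranked set picked for dose follow-up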; note: no value below 0 was filed
HT1080 viability – cytotoxicity in HT1080 fibrosarcoma cells, cell-based, fluorescence readout (AID 620) | HT1080 viability, fluorescence; higher % means a stronger effect | one-dose cytotoxicity, % at 10 µM; EC50 in µM for titrated hits | 87,000 tested, 0.42% active;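 note: cells exposed to compound overnight then 4 h with Alamar Blue; 0% = vehicle DMSO and 100% = killing control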
Bfl-1 displacement – Bfl-1 inhibitors, primary screen, biochemical, fluorescence polarization, FITC-Bid, mouse (AID 432); FITC-Bid BH3 peptide fluorescence polarization displacement; higher % means a stronger effect; displacement, % at 20 µM; hits with a dose series show IC50 in µM; 64,000 tested, 0.02% active; in the data active = a potency from the dose series; inactive = the rest, 99 in 100 with displacement below about 15%; note: strong numbers were not always called active
HPDE-C7 cytotoxicity – cytotoxicity in HPDE-C7 cells, cell-based, fluorescence, HTS (AID 430). cytotoxicity, % at 10 µM; hits with a dose series show EC50 in µM. 63,000 tested, 1.8% active. HPDE-C7 pancreatic duct cells viability, fluorescence; higher % means a stronger effect;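 note: cells exposed to compound for 48 hours before viability readout; 0% = vehicle and 100% = reference cytotoxic drug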
Spn PMK inh – inhibitors of Streptococcus pneumoniae phosphomevalonate kinase. purified PMK, PK/LDH-coupled NADH absorbance 340 nm. inhibition, % at 10 µM. 65,000 tested, 0.49% active. AID 539;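 active = top-ranked compounds by inhibition in the single 10 µM screen, taking a fixed number of the strongest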;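 note: 0% = full reaction with DMSO carrier and 100% = background rate without enzyme reaction; no value below 0 was filed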
Spn PMK inh pilot replicates – recorded beside Spn PMK inh, whose call it bears; inhibition, %; measured here: pilot screen replicates
MK inhibit pilot replicates – recorded beside MK inhibit, whose call it bears; inhibition, %; measured here: pilot screen replicates
DPM-DC inhibit pilot screen % – second read-out of DPM-DC inhibit, no call of its own (marks repeat the call); inhibition, %; measured here: pilot screen trials
* hit, by the source's call; i = inactive; . = no result given. Cut-off read from the data, not from the text of the source, unless noted: active = cytotoxicity above about 50%; inactive = the rest.

SMILES	KRASV12 cytotoxicity	LYP inhibition	DPM-DC inhibit	Alkaline phosphatase	MK inhibit	HT1080 viability	Bfl-1 displacement	HPDE-C7 cytotoxicity	Spn PMK inh	others
OCCN1CCN(c2nc(N3CCCCC3)nc(N3CCCCC3)n2)CC1	3%	5%	i	12%	10	.	3%	8%	7
COc1ccc(N(CC(=O)NCc2cccnc2)S(=O)(=O)c2c(C)nn(C)c2C)cc1	-19%	13%	i	6%	7	1%	-11%	-29%	13
CCOC(=O)N1CCC(N2C(=O)c3ccccc3C2Nc2ccccc2C)CC1 (stereo unspecified)	15%	-1%	i	17%	4	-2%	-3%	12%	8	Spn PMK inh pilot replicates=3.0;MK inhibit pilot replicates=0.0;DPM-DC inhibit pilot screen %=0.5
CN(C(=O)CSc1nc2ccccc2n1CCc1ccccc1)C1CCS(=O)(=O)C1 (stereo unspecified)	1%	.	i	7%	5	-5%	-10%	4%	12
Cn1c(=O)n(Cc2ccccc2F)c(=O)c2c1nc1n2CCCN1CCc1ccccc1	-20%	4%	i	6%	7	-6%	2%	-8%	7
Cc1ccccc1N(CC(=O)NCc1ccc2c(c1)OCO2)C(=O)CCC(=O)Nc1ccccn1	-12%	-3%	i	11%	3	-9%	0%	-10%	11
COCCn1c(C)cc(C(=O)COC(=O)C23CC4CC(CC(O)(C4)C2)C3)c1C	-1%	6%	i	8%	0	0%	-5%	-4%	0
COC(=O)C1=CN(C)C=C(C(=O)OC)C1c1ccsc1	-1%	-4%	.	12%	5	-2%	2%	-3%	10
CCN(CC(=O)NCc1ccc(F)cc1)C(=O)C1CCN(C(=O)Nc2ccccc2)CC1	.	-7%	i	4%	0	-5%	1%	.	9
CCn1nc(-c2ccccc2)c2nc3ccccc3nc21	-7%	19%	i	1%	5	-2%	26%	7%	13
O=C(Nc1ccc2c(c1)OCO2)c1cnn2cccnc12	-7%	10%	i	6%	7	3%	-2%	0%	12
COc1ccc(S(=O)(=O)Nc2cccc(SC)c2)cc1OC	22%	.	i	4%	3	15%	-6%	32%	7
CCOC(=O)C1CCN(C(=O)c2cn(C)c(=O)c3cc(OC)c(OC)cc23)CC1	-16%	-1%	i	5%	9	-7%	4%	-26%	0
O=C(Nc1ccc2c(c1)OCCO2)C1CCN(S(=O)(=O)Cc2ccccc2)CC1	3%	10%	i	11%	0	3%	-3%	-3%	6
CN1C(=O)NC(NC(=O)c2cccs2)(C(F)(F)F)C1=O (stereo unspecified)	-12%	11%	i	2%	12	-1%	-4%	-12%	5
O=C1c2ccccc2C(=O)N1CCCOCc1c[nH]c(=O)[nH]c1=O	10%	6%	i	3%	4	-2%	0%	6%	0
Cc1ccc(NC2=Nc3ccccc3CS2)cc1	-7%	-2%	i	2%	7	6%	2%	-16%	8
Cc1nc2c(Br)c3nc(C(F)(F)F)[nH]c3c(Br)c2[nH]1	6%	8%	i	9%	0	-3%	4%	6%	16
CCn1ncc(Br)c1C(=O)Nc1nccs1	6%	13%	i	6%	9	-1%	-7%	8%	2
O=C(O)C1C2C=CC3(CN(C4CCCC4)C(=O)C13)O2 (stereo unspecified)	8%	-6%	i	12%	6	-7%	-7%	8%	6	Spn PMK inh pilot replicates=3.0;MK inhibit pilot replicates=0.5;DPM-DC inhibit pilot screen %=1.5
CCN=C1SC(CC(=O)Nc2ccccc2)C(=O)N1CC (stereo unspecified)	-13%	13%	i	12%	0	-1%	-2%	-32%	10	Spn PMK inh pilot replicates=1.0;MK inhibit pilot replicates=0.0;DPM-DC inhibit pilot screen %=0.0
O=C(O)CCSc1nnc(-c2ccc3c(c2)OCO3)o1	6%	.	i	19%	11	.	2%	8%	14
O=c1nc(-c2ccccc2)cn[nH]1	10%	11%	i	13%	14	-1%	1%	-3%	0
COc1ccc(NC(=O)C(CCS(C)(=O)=O)NC(C)=O)cc1 (stereo unspecified)	-2%	12%	i	-7%	0	36%	-10%	-12%	13
O=C(OCC(=O)N1CCN(C(=O)c2ccco2)CC1)c1sc2ccccc2c1Cl	2%	.	i	7%	9	-3%	-6%	1%	11
Cc1cc(NC(=O)CSc2cn(CCNC(=O)c3ccc(F)cc3)c3ccccc23)no1	-18%	0%	i	3%	5	38%	-2%	-18%	4
OC(C#Cc1ccccn1)c1cccs1 (stereo unspecified)	8%	.	i	2%	12	-4%	-4%	-1%	16
O=C(O)CCCC(=O)Nc1nc(-c2ccccc2)cs1	4%	-10%	i	7%	9	9%	-4%	7%	16
CCC1Oc2ccccc2N(CC(=O)NCCCN2CCCCC2C)C1=O (stereo unspecified)	-8%	.	i	-2%	0	-1%	0%	-7%	20
Cn1c(=O)c2c(nc(CN3CCN(Cc4ccccc4)CC3)n2CCN2CCOCC2)n(C)c1=O	-8%	.	i	6%	11	5%	0%	-20%	10

Reprinted from the part before: four compounds, then new ones.
SMILES	KRASV12 cytotoxicity	LYP inhibition	DPM-DC inhibit	Alkaline phosphatase	MK inhibit	HT1080 viability	Bfl-1 displacement	HPDE-C7 cytotoxicity	Spn PMK inh	others
OC(C#Cc1ccccn1)c1cccs1 (stereo unspecified)	8%	.	i	2%	12	-4%	-4%	-1%	16
O=C(O)CCCC(=O)Nc1nc(-c2ccccc2)cs1	4%	-10%	i	7%	9	9%	-4%	7%	16
CCC1Oc2ccccc2N(CC(=O)NCCCN2CCCCC2C)C1=O (stereo unspecified)	-8%	.	i	-2%	0	-1%	0%	-7%	20
Cn1c(=O)c2c(nc(CN3CCN(Cc4ccccc4)CC3)n2CCN2CCOCC2)n(C)c1=O	-8%	.	i	6%	11	5%	0%	-20%	10
COCCCNC(=O)CCc1nc(-c2ccccc2)no1	-7%	.	i	6%	9	14%	-5%	-5%	12
N#Cc1c(N)nc(SCc2ccccc2)c(C#N)c1-c1ccco1	.	.	i	8%	0	-6%	2%	.	12
CC1CN(C(=O)c2cc3ccccc3oc2=O)CC(C)O1 (stereo unspecified)	-3%	.	i	5%	4	3%	-10%	1%	12
COc1ccc(CNC(=O)C2CCCN2S(=O)(=O)c2ccc(C)cc2)cc1 (stereo unspecified)	-4%	.	i	4%	7	-1%	10%	10%	13
O=C(CSc1nnc(NC(=O)C2CCC2)s1)NC1CC1	4%	7%	i	10%	2	-5%	-10%	4%	5	Spn PMK inh pilot replicates=5.5;MK inhibit pilot replicates=0.0;DPM-DC inhibit pilot screen %=0.0
ClC(Br)=C(n1cnc2ccccc21)n1cnc2ccccc21	14%	10%	i	10%	6	-6%	-6%	18%	0
C=CCn1c(COc2ccc(CC)cc2)nnc1SCC(=O)N(C)C1CCS(=O)(=O)C1 (stereo unspecified)	-2%	6%	i	1%	6	0%	0%	-5%	12
CC(=O)Oc1ccc(C(c2ccc(OC(C)=O)cc2)c2ccccn2)cc1	-1%	11%	i	13%	7	-13%	-8%	38%	24	Spn PMK inh pilot replicates=3.0;MK inhibit pilot replicates=2.0;DPM-DC inhibit pilot screen %=0.0
CCOC(=O)C1C(=O)C=C(c2cccc(NS(C)(=O)=O)c2)CC1c1ccco1 (stereo unspecified)	3%	.	i	3%	11	7%	-2%	2%	0
Cn1cccc1Cc1nnc(SCC(N)=O)n1-c1ccc(F)cc1	1%	12%	i	12%	12	-5%	-4%	6%	0	Spn PMK inh pilot replicates=2.5;MK inhibit pilot replicates=3.0;DPM-DC inhibit pilot screen %=3.5
COc1ccc(N2CCN(C(c3ccccc3OC)c3nnnn3Cc3ccco3)CC2)cc1 (stereo unspecified)	-2%	.	i	5%	11	-5%	-8%	-2%	15
Cc1ccsc1-c1nc(CSCC(=O)NCCN2CCCC2)c(C)o1	.	.	i	.	1	-9%	.	.	10
CCCNc1nc2c(c(=O)n(C)c(=O)n2C)n1Cc1ccc(F)cc1	4%	5%	i	7%	7	-6%	2%	-5%	2
Cc1cc(C)nc(N2CCC(C(=O)Nc3ccc(Oc4ccccc4)cc3)CC2)n1	-9%	-5%	i	4%	4	-5%	6%	-11%	18	Spn PMK inh pilot replicates=4.0;MK inhibit pilot replicates=0.0;DPM-DC inhibit pilot screen %=1.5
N#Cc1c(N)sc2c1CCCCCC2	-9%	37%	i	8%	1	4%	-3%	-4%	2

Of the compounds above, two contain a cyano group.
SMILES	KRASV12 cytotoxicity	LYP inhibition	DPM-DC inhibit	Alkaline phosphatase	MK inhibit	HT1080 viability	Bfl-1 displacement	HPDE-C7 cytotoxicity	Spn PMK inh	others
N#Cc1c(N)nc(SCc2ccccc2)c(C#N)c1-c1ccco1	.	.	i	8%	0	-6%	2%	.	12
N#Cc1c(N)sc2c1CCCCCC2	-9%	37%	i	8%	1	4%	-3%	-4%	2

Additional structures follow.
SMILES	KRASV12 cytotoxicity	LYP inhibition	DPM-DC inhibit	Alkaline phosphatase	MK inhibit	HT1080 viability	Bfl-1 displacement	HPDE-C7 cytotoxicity	Spn PMK inh	others
C=C(C)COc1ccc(-c2nc(N)ncc2Oc2ccccc2OC)c(O)c1	-4%	.	i	3%	0	5%	-3%	1%	0
CCN(c1ccccc1)c1cc(C)nc2nc(C)nn12	-23%	5%	i	3%	5	-1%	6%	-21%	15
COc1ccc(S(=O)(=O)n2nc(OC(=O)c3ccco3)cc2N)cc1	-3%	19%	i	21%	0	-3%	0%	3%	11
CCOC(=O)CSc1nnc(-c2ccoc2C)n1-c1ccc(OCC)cc1	5%	7%	i	8%	5	7%	-2%	2%	7
CN1C=CC2=C(C#N)C(N)C(C#N)(C#N)C(c3ccccc3)C2C1 (stereo unspecified)	3%	-3%	.	2%	7	4%	17%	-3%	4
CCN(CC)CCCN1C(=O)c2oc3ccccc3c(=O)c2C1c1cccc(OC)c1OC (stereo unspecified)	-9%	10%	i	-1%	0	-1%	-3%	-16%	9
O=C(CCC(=O)c1cccs1)NCc1ccccc1	9%	6%	i	18%	5	-6%	8%	11%	20	Spn PMK inh pilot replicates=0.0;MK inhibit pilot replicates=0.0;DPM-DC inhibit pilot screen %=1.5
CCCn1c(SCC(=O)c2ccc3c(c2)OCCO3)nnc1-c1ccco1	-5%	.	i	9%	6	0%	-3%	2%	1
CCN1CCN(C(c2cccs2)C(C)NC(=O)c2ccco2)CC1 (stereo unspecified)	0%	7%	i	4%	0	0%	0%	-3%	18
CCNS(=O)(=O)c1ccc(NC(=O)c2ccccc2OCC)cc1	2%	6%	i	6%	9	-6%	-6%	10%	0
O=C1NC2(CCCCC2)Oc2ccccc21	7%	.	i	4%	7	-4%	-5%	-3%	6
CCOCC(=O)Nc1sc2c(c1C(=O)OCC)CCCC2	-6%	12%	i	10%	0	-5%	2%	-10%	4	Spn PMK inh pilot replicates=0.0;MK inhibit pilot replicates=0.0;DPM-DC inhibit pilot screen %=2.0
COc1ccc(C2=NOC(C(=O)Nc3ccc(C)cc3)C2)cc1OC (stereo unspecified)	-14%	-1%	i	8%	5	-3%	-4%	-22%	15
COc1ccc(NC(=O)C(c2ccc(C)cc2)N(C)C(=O)c2cnccn2)cc1 (stereo unspecified)	-5%	-7%	i	9%	9	3%	-10%	-2%	1
Cc1ccc(S(=O)(=O)c2cc3c(=O)n4ccccc4nc3n(C)c2=N)cc1	44%	0%	i	14%	12	20%	15%	41%	9
